Screening data: PubChem, The Scripps Research Institute Molecular Screening Center
TbREL1 primary = TbREL1 inhibition, primary screen. P86926. TbREL1 RNA ligation, FRET fluorescence. inhibition, % at 9.66 µM. 0.49% of 89,000 active;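 active = inhibition above the mean inhibition across all screened compounds plus 3 SD, cut at about 11% in these data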;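 also: 0% = plate median of test wells and 100% = NSC42067 control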
Target sequence (P86926 whole entry, looked up): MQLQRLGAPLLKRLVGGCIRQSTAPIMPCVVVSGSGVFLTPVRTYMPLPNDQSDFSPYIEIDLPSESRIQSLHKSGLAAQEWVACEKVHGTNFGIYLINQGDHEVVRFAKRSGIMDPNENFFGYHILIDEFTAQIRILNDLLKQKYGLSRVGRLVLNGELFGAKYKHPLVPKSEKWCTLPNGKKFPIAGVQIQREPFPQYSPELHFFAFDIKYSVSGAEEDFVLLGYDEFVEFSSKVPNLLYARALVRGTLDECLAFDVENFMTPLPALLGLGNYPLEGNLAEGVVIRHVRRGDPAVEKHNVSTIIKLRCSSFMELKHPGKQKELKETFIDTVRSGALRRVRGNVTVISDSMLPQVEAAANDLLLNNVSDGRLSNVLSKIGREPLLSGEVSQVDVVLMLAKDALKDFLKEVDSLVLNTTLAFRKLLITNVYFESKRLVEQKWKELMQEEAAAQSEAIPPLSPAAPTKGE
Active calls of the source: *. This is a subset; count on the stated rates, not on these rows.

structure	TbREL1 primary
CS(=O)(=O)NCCCNc1ccc(C(F)(F)F)cc1[N+](=O)[O-]	0
CS(=O)(=O)N1CCC(C(=O)Nc2cc(Cl)cc(Cl)c2)CC1	-4
CCn1c(Cc2ccc(OC)cc2)nnc1SCC(=O)NC1CCCCC1	-2
CC(C)(CO)N=C1NS(=O)(=O)c2cc([N+](=O)[O-])ccc21	-1
c1ccc(Nc2ccnc(Nc3ccccc3)n2)cc1	3
Cn1cc(CN2CCN(CC(C)(C)C)C(CCO)C2)c2ccccc21 (stereo unspecified)	-5
CCN(CC)c1ccc(S(=O)(=O)N2CCOCC2)cc1NC(=O)COC(=O)c1ccco1	3
O=C(CN1C(=O)CCC1=O)NNc1ccc2ccccc2c1	1
CC(C)N1CCC(=NNC(=O)c2ccc(Br)o2)CC1	3
Cc1nn(C(C)(C)C)c(N)c1-c1ccccc1	5
Cc1ccc(S(=O)(=O)Nc2cccc(C(=O)NCCCN3CCCC3=O)c2)cc1F	0
CSc1ncccc1C(=O)N1CCN(S(=O)(=O)c2ccc(C)cc2)CC1	-2
Cc1ccccc1NC(=O)CSc1nn2c(=O)c(C)nnc2s1	-3
O=S(=O)(Nc1cccc(S(=O)(=O)N2CCOCC2)c1)c1ccc2c(c1)OCCO2	-2
C=CCn1c2ccccc2c2nnc(SCC(=O)NC(C(=O)OC)C(C)C)nc21 (stereo unspecified)	6
Cc1ccc(CNC(=O)c2ccc(Cn3nc(C)c(Cl)c3C)o2)cc1	-2
C[C@H]1C=C(C(=O)N2CCN(Cc3ccc4c(c3)OCO4)CC2)O[C@@H](OCc2ccc(CO)cc2)C1	4
CC1CCc2c(sc3ncnc(SCC(=O)Nc4ccc(C(=O)O)cc4)c23)C1 (stereo unspecified)	3
COc1ccc(C(=O)C2CCCN(C(=O)c3ccnn3C)C2)c(C)c1 (stereo unspecified)	-2
O=C1c2ccccc2C(=O)N1CCc1nc(-c2ccccn2)no1	5
CCn1cc(C(=O)OCC(=O)N(C)Cc2ccccc2)c(=O)c2ccc(C)nc21	1
Cc1ccc2[nH]c(=O)c(CN(C)C(=O)c3cccs3)cc2c1	1
CC(NC(=O)c1ccc(C(C)(C)C)cc1)C(=O)O (stereo unspecified)	0
CC1(NC(=O)Cn2cc(C(F)(F)F)ccc2=O)CCS(=O)(=O)C1 (stereo unspecified)	3
Cc1cc2nccnc2cc1C	0
CCOC(=O)CC(=O)Nc1ncnc2c1C(c1ccccc1)c1c(ccc3ccccc13)O2 (stereo unspecified)	-3
C=CC[n+]1c(-c2ccccc2)csc1NC(C)(C)C	-2
N=c1c2c3c(sc2ncn1N)CCCCC3	-1
N#C/C(=C/c1ccc(O)c(O)c1)C(=O)NCc1ccc(Cl)cc1	46*
CCOc1ccc(N2CC(C(=O)Nc3cccc(S(=O)(=O)NC4=NCCC4)c3)CC2=O)cc1 (stereo unspecified)	2
COc1cc(C(=O)NCc2ccc(F)cc2)cc(Cl)c1OC	5
O=C(O)c1cccc(Sc2ccc(Br)cc2C(=O)O)c1	2
Cc1ccc(Cl)cc1NC(=O)Cn1nc(-c2cccs2)ccc1=O	-1
C/C=C/C(=O)OCC(=O)Nc1cc([N+](=O)[O-])ccc1Cl	-2
CC(=O)NC(c1cc(Cl)c2ccccc2c1O)C(C)C (stereo unspecified)	0
NC(=O)Cn1cc(C(=O)C(=O)N2CCOCC2)c2ccccc21	8
CCN1CCN(C(c2ccc(C(F)(F)F)cc2)c2ccc3cccnc3c2O)CC1 (stereo unspecified)	-4
CC(=O)c1c(C)[nH]c(C(=O)OCC(=O)Nc2ccc(Cl)cc2[N+](=O)[O-])c1C	0
O=C(NCC(c1cccs1)N1CCOCC1)c1cn(-c2ccccc2)nc1-c1ccc(F)cc1 (stereo unspecified)	1
Cc1ccc(C(NC(=O)N2CC(C)OC(C)C2)C(Cl)Cl)cc1F (stereo unspecified)	-4
COc1ccc([C@@]23CCN=C2c2[nH]c4ccccc4c2CCN3)c(N)c1	-1
CCn1cc(-c2cc(C(=O)O)on2)c(C)n1	1
O=C1CC(C(=O)Nc2ccccc2)S/C(=N\NC(=O)c2ccccc2Cl)N1 (stereo unspecified)	1
Cc1ccc(C(C)(C)NC(=O)C2CCC(=O)N(CC3CCCCC3)C2)cc1 (stereo unspecified)	1
O=C(CN1C(=O)COc2ccc(S(=O)(=O)N3CCOCC3)cc21)Nc1cccc(Cl)c1	0
CC(=O)NC(Cc1ccccc1C)C(=O)NC1CCN(C(=O)c2ccc(C)cc2)CC1 (stereo unspecified)	2
COc1ccccc1N/N=C1\COC(C)(C)CC1=O	-3
COc1ccc(/C=C/C(=O)N(C)C2CCS(=O)(=O)C2)cc1 (stereo unspecified)	3

Ordered by length of the SMILES (rising): part of the list above.
structure	TbREL1 primary
COc1ccc(/C=C/C(=O)N(C)C2CCS(=O)(=O)C2)cc1 (stereo unspecified)	3
Cc1ccc(C(NC(=O)N2CC(C)OC(C)C2)C(Cl)Cl)cc1F (stereo unspecified)	-4
O=C1CC(C(=O)Nc2ccccc2)S/C(=N\NC(=O)c2ccccc2Cl)N1 (stereo unspecified)	1

Next results follow:
structure	TbREL1 primary
COCCNC(=O)c1ccc(S(=O)(=O)N2CCCc3ccccc32)cc1	-4
O=C(c1cc(Cl)cc(Cl)c1)N1CCN(c2cc(C(F)(F)F)nc3ccccc23)CC1	-1
CCOc1cc(CN2CCCC(N3CCN(c4ccc(F)cc4)CC3)C2)ccc1OC (stereo unspecified)	-4
O=C(COC(=O)/C=C/c1ccc(F)cc1)NC1CC1	2
C/C(NCc1ccccc1)=C(\C#N)C(=O)NCc1ccccc1	4
Cc1n[nH]c(C)c1S(=O)(=O)N1CCOCC1	5
CC(C)c1ccc(NC(=O)Nc2nnc([C@H]3C[C@H](O)[C@@H](CO)O3)s2)cc1	0
CC[C@]12c3[nH]c4cc(CCC(=O)N(C)C)ccc4c3CCN1C(=O)[C@@H](CC(=O)NCCN1CCOCC1)C[C@@H]2C(=O)N1CCN(C(=O)c2ccco2)CC1	0
O=C(c1cccc(S(=O)(=O)N2CCOCC2)c1)N1CCCc2ccccc21	6
Nc1cc(-c2ccc(Br)cc2)nn1Cc1ccccc1	-2
CCOC(=O)c1cnc2c(c(C)nn2C)c1Oc1ccc(Cl)cc1	4
CCOC(=O)N1CCN(S(=O)(=O)c2ccc3c(c2)SCC(=O)N3)CC1	-3
O=C1COc2ccc(S(=O)(=O)CCC(=O)N3CCN(c4cccc(C(F)(F)F)c4)CC3)cc2N1	-2
O=C(COc1ncnc2ccccc12)Nc1cc([N+](=O)[O-])ccc1F	0
COc1ccc(-c2ncccc2OC(=O)C23CC4CC(CC(C4)C2)C3)cc1OC	-4
C[C@H]1[C@H](NC(=O)c2ccc(Cl)c(Cl)c2)CC[C@@]23CCCN2C(=O)CCC[C@@H]13	-1
O=C(c1ccc(S(=O)(=O)Nc2ccccc2)cc1)N1CCCC1	1
CC1(C)c2[nH]c3ccccc3c2C[C@@H]2C(=O)N(Cc3ccccc3F)C(=O)N21	-2
COc1cc2c(cc1NC(=O)CSc1nnc(-c3cnccn3)n1-c1ccc(C)cc1)oc1ccccc12	2
Cc1cc(C)c(S(=O)(=O)c2c(C)cccc2C)c(OCC(C)C)n1	3
COc1ccc(CNC(=O)C(C)N2CCN(S(=O)(=O)c3ccccc3F)CC2)cc1 (stereo unspecified)	0
CC1(C(=O)O)CCCN1C(=O)c1cccc(OC(F)(F)F)c1 (stereo unspecified)	4
O=C(COC(=O)CSc1ccc([N+](=O)[O-])cc1)NCCc1ccccc1	1
COC(=O)c1ccc(Cn2nc(-c3ccc(C)c(C)c3)ccc2=O)cc1	0
O=C1OCCN1N=Cc1ccco1	-2
O=C(COc1ncnc2ccccc12)N1CCN(C(=O)c2ccco2)CC1	2
Cc1ccc(NC(=O)CSc2ncnc3ccccc23)cc1S(=O)(=O)N1CCCCCC1	4
O=C(O)CNC(=O)/C(=C/c1ccco1)NC(=O)/C=C/c1ccccc1	0
COc1ccc(-n2c(Cc3cccs3)nnc2SCC(=O)Nc2ccc(OCc3ccccc3)cc2)cc1	0
O=C1N(c2ccccc2C(F)(F)F)O[C@@]1(c1ccccc1)C1CCCC1	5
C[C@@H]1CN([C@H](C)CO)C(=O)c2cc(Br)cnc2O[C@@H]1CN(C)C(=O)c1cccc(F)c1	0
COc1ccc(NC(=O)Nc2ccc3nonc3c2)cc1	-1
Cn1c(SCc2ccccc2)nc2ccsc2c1=O	1
Oc1[nH]c2ccccc2c1N=Nc1nc2ccccc2s1	-1
COc1ccc(CC(=O)Nc2ccc(-c3noc(-c4ccc(Cl)cc4)n3)cc2)cc1	1
CCOC(=O)C1CCCCN1Cc1ccc(-c2ccccc2)cc1 (stereo unspecified)	-3
Cc1cnc(NC(=O)c2cc3c(s2)CCCC3)s1	8
C=C(C)Cn1c(-c2ccc(OC)cc2)nc2ccccc21	0
O=C(O)CC(Cn1[nH]nnc1=S)c1ccccc1 (stereo unspecified)	6
COc1cccc(CNC(=O)CC2Sc3ccccc3NC2=O)c1 (stereo unspecified)	2
Cc1ccc(C(=O)Oc2ccccc2N2C(=O)C3CCCCC3C2=O)cc1 (stereo unspecified)	-1
CC1(C)Cc2c(sc3ncn4c(=S)[nH]nc4c23)CO1	-2
COCCCNC(=O)Cn1cc(/C=C(\C#N)C(=O)NC2CCCC2)c2ccccc21	4
O=C(Nc1ccncc1)C1CCC(CNS(=O)(=O)c2cccc3nsnc23)CC1 (stereo unspecified)	6
CC1(C(=O)N2CCC(CC3CC(c4ccc(Cl)cc4)=NO3)(C(=O)NCC3CCCCC3)CC2)CC1 (stereo unspecified)	-4
CCN(CC)CCCn1c(=S)[nH]c2ccccc2c1=O	-1
Clc1cccc(OCCn2cncn2)c1Cl	4
Cc1cc(C(F)(F)F)nn1CC(=O)NNC(=S)Nc1ccc(Cl)cc1	-9
CCOc1ccccc1N1CC(C(=O)Nc2ccccc2N2CCCC2)CC1=O (stereo unspecified)	-4
O=C(O)c1ccc(S(=O)(=O)c2ccc(Sc3ccc(C(=O)O)c(C(=O)O)c3)cc2)cc1	5
COc1ccc(-c2nc(NC(=O)c3ccc(OCC(=O)N4CCOCC4)c(OC)c3)sc2C)cc1	0
CS(=O)(=O)N1CCN(c2ccc([N+](=O)[O-])c(SCc3ccco3)c2)CC1	2
CCCNC(=O)C1(C)CCN1C(=O)c1cc(C)n(C)n1 (stereo unspecified)	-1
CCn1c(=S)sc2c(=O)n(CC(=O)Nc3cc(OC)ccc3OC)c(C)nc21	3
O=S(=O)(c1ccccc1)c1nc(-c2ccccc2)oc1N1CCCCC1	1
O=C(COc1ccccc1-c1ccccc1)N/N=C/c1cccc2ccccc12	3
O=C(N/N=C/c1ccc[nH]1)c1cccnc1	0
COC(=O)CCNC(=O)c1ccc2nc(Cc3ccc(OC)cc3)oc2c1	0
CC(C)c1ccc(CN2CCN(S(=O)(=O)c3ccc(Cl)s3)CC2)cc1	4
O=C(Nc1cccnc1)c1coc(=O)c2ccccc12	-2

(list continues)
structure	TbREL1 primary
COc1cccc(NC(=O)Nc2nc3ncccn3c2-c2ccc(F)c(F)c2)c1	-3
O=C(CN(c1cccc(Cl)c1)S(=O)(=O)c1ccc(Cl)cc1)N1CCc2ccccc2C1	-1
COc1ccccc1C(=O)N(Cc1ccc(Cl)cc1)C1CCS(=O)(=O)C1 (stereo unspecified)	1
CCOC(=O)c1cnc2c(C)c(C)ccc2c1Nc1ccc(S(=O)(=O)Nc2ncccn2)cc1	4
COc1ccc(-c2nnc(SCC(=O)N3CCCCC3)o2)cc1	0
Cc1cc(=O)[nH]c(SCC(=O)Nc2ccc(F)cc2)c1C#N	-2
Clc1cccc(COn2c(-c3ccc(Cl)cc3Cl)nc3ncccc32)c1	0
CC(C)C1NC(C(=O)O)Cc2c1[nH]c1ccccc21 (stereo unspecified)	1
COc1cccc(/C=C2/SC(=S)N(CCCC(=O)Nc3ccc(O)cc3)C2=O)c1	-1
CC(C)(C)C1CCC(C(=O)NCCc2ccc(S(N)(=O)=O)cc2)CC1 (stereo unspecified)	1
O=C(CNC(=O)c1ccccc1)OC(C(=O)Nc1cc([N+](=O)[O-])ccc1F)c1ccccc1 (stereo unspecified)	-2
CCOC(=O)c1nn(-c2ccc(Cl)cc2)c2nc(CC)c(C#N)c(=O)n12	1

Of the compounds above, four have bromine.
structure	TbREL1 primary
CC(C)N1CCC(=NNC(=O)c2ccc(Br)o2)CC1	3
O=C(O)c1cccc(Sc2ccc(Br)cc2C(=O)O)c1	2
Nc1cc(-c2ccc(Br)cc2)nn1Cc1ccccc1	-2
C[C@@H]1CN([C@H](C)CO)C(=O)c2cc(Br)cnc2O[C@@H]1CN(C)C(=O)c1cccc(F)c1	0

Going on with the list.
structure	TbREL1 primary
CCCc1[nH]nc2c1C(c1ccccc1OCC)C(C#N)=C(N)O2 (stereo unspecified)	-5
CCOc1ccc(/C=C2\SC(=S)N(NC(=O)c3ccncc3)C2=O)cc1OC	-2
CC(C)(Oc1ccc(Cl)cc1)C(=O)Nc1c2c(nn1C(C)(C)C)CS(=O)(=O)C2	0
O=C(CN1CCN(S(=O)(=O)c2cc(Br)ccc2Br)CC1)NCc1ccccc1Cl	-4
CN(c1ccc(C(=O)Nc2ccc(Cl)cn2)cc1)S(=O)(=O)c1ccccc1	1
O=C(NC(=S)Nc1ccc(NC(=O)c2cccs2)cc1)c1cc2ccccc2o1	1
COc1ccc(S(=O)(=O)N2CCN(c3ccc4nnc(-c5ccccc5)n4n3)CC2)cc1	4
O=C(CSc1ccc2c(c1)OCCO2)NC(=O)NC1CCCC1	-2
CC(C)Cn1c(O)c2ccc(C(=O)N=NC(=O)c3cccnc3)cc2c1O	-1
CCCS(=O)(=O)NC(=O)C1(C)CCN(C(=O)c2nc(C)oc2C)C1 (stereo unspecified)	-1
